High-throughput results (PubChem)
Abeta rescue = A-beta toxicity reversal in yeast; yeast expressing A-beta42, growth rescue, OD600, 48 h; response scale: 0% DMSO, 100% iron-clioquinol control; Potency, µM (highest dose often 46.1 µM), for inactives: at the highest dose growth rescue, actives largely listed as activators; actives 0.063% (n = 410,000); AID 1347071; note: potency is the fitted concentration of half-maximal effect; nearly all actives have a fitted effect of over 55% in size
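Yeast A-beta toxicity model in growth medium with pinned compounds, 48 h at 30 C; growth read as absorbance at 600 nm. Normalized to FeCl3/clioquinol equimolar mix (positive) and DMSO (negative).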
TGFb SMAD3 inh = inhibitors of TGF-b signaling. HepG2 CAGA-GFP TGF-b/SMAD3 reporter, GFP fluorescence, 18 h; TGF-beta stimulated, 500 pg/mL final. Potency, µM (titrated, usually from 46.1 µM), without a hit: at the top dose activity, negative = inhibition, most hits filed as inhibitors. AID 588855. actives 1.2% (n = 410,000); note: potency is the fitted concentration of half-maximal effect; % is set by controls: 0 for no effect and ±100 for the full control effect; nearly all actives have a fitted effect of over 65% in size
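GFP signal (ex488/em500-530) from TGF-beta-stimulated HEPG2 CAGA-GFP cells, 500 pg/mL final, 18 h at 37 degrees C in DMEM plus 1% FBS, normalized to unstimulated and DMSO-stimulated controls.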
CCT modulator = changes cytosolic chaperonin activity. purified chaperonin ATPase assay, HTRF ADP detection, 30 min. activity change, % (concentration not given with the values), hits read low. actives 0.3% (n = 360,000); in the data active = activity change below about -30%; note: % is set by controls: 0 for no effect and ±100 for the full control effect
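Enzyme 40 or 20 nM (batch-dependent) in Tris pH 7.4/KCl/MgCl2/DTT; cpd 76 uM single point; ATP 10 uM; 30 min 37 °C; Transcreener ADP HTRF detection, 30 min RT; ratio 665/615.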
Nrf2 ARE act = activators of Nrf2 (ARE) signaling; AID 624171; Potency, µM (titrated, usually from 46.1 µM), for the others: at the top dose activation, usual class: activators; AREc32 ARE-luciferase reporter (MCF7-derived line), luminescence, 24 h; actives 0.31% (n = 410,000); note: potency is the fitted concentration of half-maximal effect; % of control where 0% means no effect; nearly all actives have a fitted effect of over 65% in size
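Quantitative high-throughput format: AREc32 reporter cells, 1000 per well, received compound by pin transfer and were incubated 24 hr at 37 deg C, 5% CO2, before Steady-Glo luminescence detection.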
pAkt inh = Akt phosphorylation inhibition; AID 651550; actives 0.32% (n = 360,000); Neuro2A IGF-stimulated pAkt S473 HTRF, 20 min; active compounds read low; activity change, % for hits at 50 µM; in the data active = activity change below about -80%; inconclusive = mostly about -51% to -80%; note: % is set by controls: 0 for no effect and ±100 for the full control effect
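Neuro2A cells (4,500/well, DMEM with 0.5% FBS) were treated with compound at a single 50 µM final concentration, stimulated with 6 nM IGF for 20 min at 37 °C, and lysed. Phospho-Akt Ser473 was read by HTRF as 665/615 ratio ×10^4.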
A549 tox = A549 cytotoxicity, counter-screen for Nrf2 inhibitors; actives 0.16% (n = 390,000); A549 ARE-Fluc cells, CellTiter-Fluor viability, 18-24 h; Potency, µM (doses to about 46 µM), inactives show at the top dose activity change, negative = cytotoxicity, hits mostly inhibitors; note: potency is the fitted concentration of half-maximal effect; % is set by controls: 0 for no effect and ±100 for the full control effect
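A549 ARE-Fluc cells in 5% FBS OPTI-MEM, 5000 cells/well, rested 2 h then exposed to compounds in concentration-response for 18-24 h at 37 °C. Viability by CellTiter-Fluor fluorescence (Ex 405/Em 525) after 30 min; luciferase luminescence (BugLite, 15 min, RT) read afterwards.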
MmCpn inh = M. maripaludis TRiC chaperonin inhibition. purified Mm-Cpn ATPase, ADP Transcreener TR-FRET. Potency, µM (top dose mostly 76.9 µM), without a hit: at the highest dose activity, negative = inhibition, most hits filed as inhibitors. actives 0.031% (n = 330,000); note: potency is the fitted concentration of half-maximal effect; % is set by controls: 0 for no effect and ±100 for the full control effect; nearly all actives have a fitted effect of over 80% in size
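Quantitative HTS used 25 nM Mm-CPN and 10 uM ATP in magnesium/KCl Tris buffer, pH 7.4, with 1 mM DTT. Hydrolysis ran 30 min at 37°C; ADP was read by HTRF.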
Nrf2 inh = inhibitors of Nrf2 signaling | AID 504444 | A549 ARE-Fluc reporter, luciferase luminescence, 18-24 h | actives 2.1% (n = 360,000) | Potency, µM (titrated, usually from 46 µM), inactives show top-dose activity change, negative = inhibition, actives largely listed as inhibitors; note: potency is the fitted concentration of half-maximal effect; % is set by controls: 0 for no effect and ±100 for the full control effect; nearly all actives have a fitted effect of over 60% in size
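A549 ARE_Fluc cells, 5000/well, 5% FBS OPTI-MEM; compounds in dose-response, 18-24 h at 37 °C/5% CO2; CellTiter-Fluor viability read (Ex 405/Em 525), then BugLite luciferase luminescence = Nrf2 activity.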
HepG2 viability = counter-screen for TGF-b inhibitors: cytotoxicity in HepG2 cells; HepG2 CAGA-GFP viability, ATP luminescence, 18 h; Potency, µM (series often up to 46.1 µM), for the others: at the highest dose activity change, negative = cytotoxicity, usual class: cytotoxic; actives 0.76% (n = 410,000); AID 588856; note: potency is the fitted concentration of half-maximal effect; some results filed as inactive show a strong effect at the top dose
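CellTiter-Glo luminescence gave cytotoxicity after 18 hours at 37 degrees C. The cells were HepG2 CAGA-GFP in 1% FBS DMEM, stimulated with 500 pg/mL TGF-beta after compound addition. %Activity was normalised to no-cell wells (complete cell-killing) and DMSO (no toxicity), and curves were fitted and classified.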
* marks the source's active call; other numbers are inactive results; i = inactive; u = inconclusive; x = no result given; [ ] = dose if it differs, or a comment. Unless noted, calls come from the whole dose curve; as a rule, active = well fitted curve in the direction sought with a large enough effect; inconclusive = small, poorly fitted or top-dose-only effect, or another doubt; inactive = no such curve, though single readings can be large; an effect the other way counts as inactive or inconclusive.

The opening two compounds (preview)
#	SMILES	Abeta rescue	TGFb SMAD3 inh	CCT modulator	Nrf2 ARE act	pAkt inh	A549 tox	MmCpn inh	Nrf2 inh	HepG2 viability
1	Cc1nn(-c2ccccc2)c(C)c1C(=O)NCc1ccccc1F	-2%	-17%	-2.2	0.0%	i	-3%	u	9%	-28%
2	COc1ccc(N2CCC(CNC(=S)Nc3cccc(C)c3)C2)cc1 (centres undefined)	10%	-20%	-3.3	0.4%	i	10%	-2%	-25%	-27%

This part in full (from the top)
#	SMILES	Abeta rescue	TGFb SMAD3 inh	CCT modulator	Nrf2 ARE act	pAkt inh	A549 tox	MmCpn inh	Nrf2 inh	HepG2 viability
1	Cc1nn(-c2ccccc2)c(C)c1C(=O)NCc1ccccc1F	-2%	-17%	-2.2	0.0%	i	-3%	u	9%	-28%
2	COc1ccc(N2CCC(CNC(=S)Nc3cccc(C)c3)C2)cc1 (centres undefined)	10%	-20%	-3.3	0.4%	i	10%	-2%	-25%	-27%
3	O=C(CSc1cn[nH]n1)Nc1ccccc1C(F)(F)F	-9%	15%	-0.1	0.2%	i	3%	1%	1%	0%
4	COc1ccc(C(=O)NCc2c(CC(C)C)oc(C)c2C(=O)O)cc1	6%	4%	-0.4	0.4%	i	-2%	2%	7%	-5%
5	CN=C1C=C/C(=N/N=c2\ccn(O)cc2C)C=C1C	-24%	-14%	-0.6	7.3%	i	16µM*	-8%	-18%	-8%
6	COc1ccc2cc(C(=O)N3CCc4ccccc43)[nH]c2c1	-6%	-25%	1.3	13%	i	15%	-9%	u	-21%
7	CC1CCN(S(=O)(=O)c2ccc(NC(=O)C3CSC4(C)CCC(=O)N34)cc2)CC1 (centres undefined)	6%	-15%	-0.3	0.0%	i	0%	0%	-20%	-2%
8	CC1CCN(S(=O)(=O)c2nnc(NC(=O)COc3ccccc3F)s2)CC1	-7%	-6%	-1.2	0.4%	i	4%	-1%	-26%	-12%
9	O=C(COC(=O)/C=C/c1ccc(F)cc1)Nc1ccc2[nH]c(=O)[nH]c2c1	1%	14%	-1.0	-0.3%	i	3%	0%	16%	-14%
10	Cc1cc(C)n(CC(O)COc2ccccc2Br)n1 (centres undefined)	20%	13%	-0.5	-0.6%	i	1%	1%	-11%	2%
11	COc1cccc2cc(C(=O)OCc3ccccc3)c(=O)oc12	7%	3%	-1.8	20%	i	3%	-3%	-10%	22%
12	Cc1cccc(-c2cc(NC(=O)C(C)(C)C)n(-c3ccccc3)n2)c1	1%	-6%	x	3.7%	x	6%	x	x	-2%
13	Cc1noc(C)c1S(=O)(=O)N(C)C[C@H]1OCc2cn(nn2)CCCC(=O)N([C@@H](C)CO)C[C@@H]1C	5%	0%	0.7	-0.3%	i	x	x	x	1%
14	c1ccc(-c2n[nH]nc2-c2ccccc2)cc1	0%	0%	0.2	0.2%	i	4%	1%	x	-15%
15	CC(C(=O)O)N1C(=O)/C(=C/C=C/c2ccco2)SC1=S (centres undefined)	8%	-15%	-1.8	2.4%	i	-24%	-2%	22%	13%
16	O=C(O)c1nn(CCSc2ccccc2F)c(=O)c2ccccc12	-10%	4%	-1.1	7.1%	i	7%	-3%	14%	-17%
17	CCc1ccccc1NC(=O)CSc1n[nH]c(C)c1[N+](=O)[O-]	-10%	-4%	0.9	-0.5%	i	-4%	0%	12%	10%
18	Cc1ccc(N2CC(C(=O)OCC(=O)c3ccc(F)cc3)CC2=O)cc1 (centres undefined)	-2%	2%	-0.3	-0.7%	i	-12%	1%	15%	0%
19	Cc1ccccc1-n1c(-c2csc3ccccc23)n[nH]c1=S	24%	-27%	1.9	1.8%	i	2%	-3%	11%	-3%
20	CC(C)(C)NCC(O)COc1cccc2c1CCC(=O)N2 (centres undefined)	-17%	14%	-0.8	0.3%	i	-1%	1%	9%	-1%
21	NC(=NCc1ccccc1)NN=Cc1ccnc2ccccc12	-23%	u	0.2	4.1%	i	x	x	x	-49%
22	Cc1cc(C)c(NC(=O)COC(=O)C2CCCO2)c(C)c1 (centres undefined)	-4%	8%	-2.6	-0.4%	i	-5%	1%	-1%	-1%
23	COc1cccc(/C=C/c2nc(C#N)c(N(C)Cc3ccccc3)o2)c1	-9%	-16%	x	4.4%	x	14%	x	10%	2%
24	Cc1ccc(S(=O)(=O)N2[C@@H](c3ccc(Cl)cc3)C(C(=O)O)=C[C@H]2C(C)(C)C)cc1	-8%	-4%	-0.9	-0.8%	i	-9%	0%	-10%	6%
25	COc1ccccc1-c1noc2c1C(=O)NCC2	-9%	27%	0.2	-1.3%	i	x	x	x	-7%
26	COc1ccc(S(=O)(=O)N2CCOCC2)cc1NC(=O)c1cccc(Cl)c1	-4%	2%	0.8	3.8%	i	-2%	-2%	3%	9%
27	OB(O)c1cc2ccccc2s1	x	47%[activator]	x	x	x	1%	x	5%	-4%
28	O=C1Cc2ccccc2C(c2ccccc2)N1 (centres undefined)	9%	-19%	0.3	-0.9%	i	11%	-1%[15.4 µM]	-19%	-5%
29	CCOC(=O)N1CCN(CC(O)COc2c(C)cc(C)cc2C)CC1 (centres undefined)	3%	3%	-2.4	0.4%	i	0%	0%	-13%	-9%
30	CCOc1ccc(C(=O)Nc2ccc3c(c2)OCO3)cc1OCC	11%	-4%	-1.3	-0.7%	i	-3%	0%	6%	-1%
31	Nc1cc(=O)[nH]c(SCc2nnnn2-c2ccc(Cl)cc2)n1	10%	-5%	-0.3	0.1%	i	-10%	0%	18%	3%
32	COc1cc(/C=N/NC(=O)c2ccncc2)cc2c1OCO2	-16%	8%	-2.8	0.2%	i	-5%	0%	3%	-16%
33	Cn1c(O)c(N=NC(=O)CNC(=O)c2cccnc2)c2ccccc21	-4%	1%	-0.6	0.0%	i	-2%	0%	-8%	5%
34	CCOc1ccc(C(=O)NCC(=O)NNC(=O)CN(C)S(=O)(=O)c2ccc(Cl)cc2)cc1OCC	10%	4%	-2.5	-0.6%	i	-2%	x	6%	2%
35	CCn1c(NCc2ccccc2NS(=O)(=O)c2ccc(C)cc2)nc2ccccc21	6%	-23%	-2.9	0.6%	i	-2%	1%	u	0%
36	Cc1sc2nc(SCC(=O)Nc3cccc(S(N)(=O)=O)c3)[nH]c(=O)c2c1C	-3%	-17%	-1.2	-0.1%	i	-1%	-4%	4%	9%
37	C=CCNc1nc(-c2cc3ccccc3o2)cs1	-9%	5%	-1.9	u	i	-1%	-3%	u	-2%
38	COc1cccc(-c2cc(C(=O)N3CC4(C)CC3CC(C)(C)C4)no2)c1 (centres undefined)	9%	u	-2.0	0.7%	i	-10%	4%	u	-15%
39	Cc1cc2cc3c(=O)[nH]c(=O)cc-3n(CC(O)C(O)C(O)CO)c2cc1C (centres undefined)	-6%	-13%	-2.3	-0.1%	i	x	x	x	-11%
40	COc1ccc(N/C=C/C(=O)c2sc(-c3ccccc3)nc2C)cc1	-13%	25%	-1.1	5.5%	i	u	-14%	-14%	-11%
41	Cc1cc(=O)[nH]c(SC(C(=O)O)c2ccccc2)n1 (centres undefined)	8%	-18%	-0.9	-0.3%	i	-14%	0%	2%	1%
42	COc1cccc(N2CC(NC(=O)Cc3cccs3)CC2=O)c1 (centres undefined)	-12%	2%	x	0.4%	x	6%	x	x	8%
43	COc1ccc2cc3cc(C(=O)Nc4ccc5c(c4)OCO5)oc3nc2c1	-9%	-23%	-0.4	-0.9%	i	-5%	1%	u	-17%
44	CC(C)(C)c1cc(C(=O)N/N=C/c2ccc(O)cc2)n(-c2ccccc2)n1	-14%	2%	-0.3	6.7%	i	u	4%	u	-24%
45	CCCn1nnnc1NCc1ccc(N(CC)CC)cc1	-21%	12%	-1.2	-0.5%	i	1%	1%	-2%	-76%
46	O=C(CSc1nnnn1-c1ccccc1)Nc1ccc(Cl)cn1	-12%	-2%	1.0	-0.2%	i	-3%	-4%	3%	-11%
47	COc1ccc(NC(=O)c2ccccc2-c2ccc(C(F)(F)F)cc2)cc1S(=O)(=O)N1CCOCC1	14%	-4%	-2.0	0.3%	i	1%	2%	u	-14%
48	Cc1ccc(C(C(=O)NC2CCCCC2)N(Cc2cccnc2)C(=O)c2csnn2)cc1 (centres undefined)	-11%	-5%	2.5	-0.4%	i	1%	2%	-2%	2%
49	COc1ccc(C(=O)Oc2cc(N)n(S(=O)(=O)c3ccccc3)n2)cc1	-9%	4%	1.9	-0.2%	i	-4%	-2%	u	-2%
50	O=C(Cn1cnc2c(oc3ccccc32)c1=O)N1CCCc2ccccc21	-1%	3%	3.4	0.4%	i	1%	1%	u	-13%
51	CCOC(=O)c1sc(SCC(=O)Nc2ccc(N(C)C)cc2)nc1N	17%	-12%	-1.2	0.3%	x	-14%	-6%	u	-35%
52	Nc1nc(N)c2cc(CNc3ccc(Cl)c(Cl)c3)ccc2n1	-49%[inhibitor]	u	-0.1	-5.8%	i	x	x	x	-121%
53	COc1ccc(C2=NN(C(=O)CSc3ncccn3)C(c3cccc(OC)c3OC)C2)cc1 (centres undefined)	8%	6%	-2.1	-0.8%	i	-10%	-9%	-20%	-16%
54	O=C(CCCCCn1c(=S)[nH]c2ccc(N3CCOCC3)cc2c1=O)NC1CCN(Cc2ccccc2)CC1	-10%	-1%	-7.9	-0.7%	i	-21%	-1%	u	-15%
55	Cc1cc(C)nc(NS(=O)(=O)c2ccc(NC(=O)c3ccc4c(c3)OCCO4)cc2)n1	-12%	4%	1.9	1.5%	i	2%	1%	0%	0%
